Assay outcomes deposited in PubChem by The Scripps Research Institute Molecular Screening Center.
CHO parental Ca = ATP-evoked calcium signal inhibitors, parental CHO, primary screen, counter-screen for OX1R antagonist project, cell-based, fluorescence, Fluo-8 calcium dye | parental CHO-K1, ATP-induced calcium, Fluo-8 fluorescence | 0.63% of 330,000 active | inhibition, % at 5.6 µM | AID 463079, 2010;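 active means inhibition above that plate's mean sample inhibition plus 3 SD, cut at about 26% in these data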;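 further: 0% = ATP-challenged DMSO wells and 100% = DMSO wells without ATP; some compounds past the cut are filed as inactive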
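Material: Parental CHO cells | Reagent: ATP | Compound dosing: Single nominal dose of 5.6 µM per compound | Detection: Intracellular calcium via Fluo-8 no-wash fluorescent dye | Read-out: % inhibition of ATP-induced calcium mobilization | Benchmarks: Low control ATP plus DMSO, high control DMSO only | Replicates: Singlicate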
TAAR1 agonist = human TAAR1 agonists, primary screen, Fluo-8 calcium fluorescence, CHO RD-HGA16 cells | Trace amine-associated receptor 1 (Homo sapiens), Q96RJ0 | vehicle wells 0%, saturating PEA agonist 100% | activation, % at 3 µM | 0.99% of 360,000 active;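 active means activation above the mean activation of all test compounds in the run plus 3 SD, cut at about 38% in these data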
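System: CHO RD-HGA16 cells carrying human TAAR1 plus Gα16; Incubation: 17-24 h seeding, 75 min 37 °C dye, 30 min RT; Measured by: Fluo-8 fluorescence, 5 s baseline then 140 s kinetic read; Control set: DMSO and PEA EC100; Replication: single well for each compound.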
OXTR potentiate = human OXTR potentiators, primary screen, fluorescence, CHO-OTR cells, Fluo-8 calcium; Oxytocin receptor (Homo sapiens), P30559; Fluo-8 calcium fluorescence, potentiator mode; 0% = oxytocin EC15, 100% = EC100; activation, % at 3 µM; 0.061% of 320,000 active; AID 2445, 2010;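 active means activation above that plate's cutoff, the mean activation of tested compounds plus 3 SD, cut at about 6.6% in these data, passing the limit was not always enough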;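 further: 100% uses oxytocin at 75 nM as the full agonist control; some results filed as inactive read as strong as hits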
Target sequence (P30559 whole entry, looked up): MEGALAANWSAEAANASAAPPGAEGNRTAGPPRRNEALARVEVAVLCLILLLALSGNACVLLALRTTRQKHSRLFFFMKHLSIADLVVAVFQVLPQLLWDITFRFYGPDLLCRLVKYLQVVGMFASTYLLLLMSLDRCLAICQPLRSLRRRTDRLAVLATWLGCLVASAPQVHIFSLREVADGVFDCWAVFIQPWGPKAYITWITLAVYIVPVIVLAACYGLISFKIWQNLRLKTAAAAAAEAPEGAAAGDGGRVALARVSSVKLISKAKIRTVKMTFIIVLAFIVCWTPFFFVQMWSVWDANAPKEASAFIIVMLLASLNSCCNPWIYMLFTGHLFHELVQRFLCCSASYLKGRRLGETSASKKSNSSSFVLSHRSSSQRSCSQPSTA
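assay system = CHO-OTR cells, human receptor | schedule = compound 6 min at room temperature before oxytocin, 100 s read | detection = Fluo-8 intracellular calcium fluorescence, ex 470-495, em 515-575 nm | evaluation = normalized max/min fluorescence ratio, % activation | control set = EC15 oxytocin alone as 0%, 75 nM oxytocin (EC100) as 100%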
CHRM1 agonist = human M1 muscarinic receptor agonists, primary screen, Fluo-8 calcium fluorescence, CHO-K1 cells, HTS | AID 588814, 2011 | activation, % at 3 µM | 0.33% of 360,000 active | Muscarinic acetylcholine receptor M1 (Homo sapiens), P11229 | CHO-K1 hM1, agonist mode; 0% DMSO, 100% acetylcholine EC100;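 active means activation above the run's mean compound activation plus 3 SD, cut at about 16% in these data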;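 further: peak over basal fluorescence ratio within a 140 s kinetic read after compound addition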
TAAR1 antagonist = human TAAR1 antagonists, primary screen, Fluo-8 calcium fluorescence, CHO RD-HGA16 cells | Trace amine-associated receptor 1 (Homo sapiens), Q96RJ0 | AID 624466, 2012 | inhibition, % at 3 µM | antagonist | 1.5% of 360,000 active;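 active means inhibition above a per-plate cutoff, the mean inhibition of test compounds on that plate plus 3 SD, cut at about 49% in these data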;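 further: 0% = DMSO plus EC80 beta-PEA response and 100% = DMSO alone without agonist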
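test system = CHO RD-HGA16 cells bearing hTAAR1 | replication = singlicate | controls = DMSO-only wells and EC80 β-PEA-stimulated wells | reagent = EC80 β-phenethylamine stimulus | read-out basis = percent inhibition of PEA-evoked calcium signal, max/basal emission ratio | schedule = seeding 17-24 h prior, 75-min 37 °C, 30-min RT dye loading | signal = kinetic Fluo-8 calcium fluorescence measurement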
M1 ag parental = counter-screen for M1 agonists: effect in parental CHO-K1 cells; activation, % at 3 µM; Fluo-8 calcium fluorescence; scaled to maximal ATP response, vehicle zero; AID 602248, 2012; 0.48% of 360,000 active; in the data active means activation above about 15%;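 further: untransfected CHO-K1 host cells lacking M1 receptor as counterscreen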
CHO-K1 Ca PAM = nonselective calcium activators in parental CHO-K1 cells, primary screen, counter-screen for M1 PAM project, cell-based, Fluo-8 calcium fluorescence, full deck, 1536-well. 0.02% of 360,000 active. ATP EC20; 0% at ATP EC20, 100% at ATP max. activation, % at 3 µM;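 active means activation above the run cutoff, the mean activation of all test compounds plus 3 SD, cut at about 40% in these data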;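 further: peak over basal fluorescence ratio in a 140 s read after ATP addition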
V1aR counter = agonists of human V1a receptor, primary screen, counter-screen for OXTR agonist project, fluorescence, CHO-V1R cells; Fluo-8 calcium fluorescence, agonist mode; 0% DMSO, 100% 3 nM vasopressin; 0.25% of 320,000 active; activation, % at 3 µM; Vasopressin V1a receptor (Homo sapiens), P37288; AID 2797, 2010;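 active means activation above the mean activation of all tested compounds plus 3 SD, per screening run, cut at about 20% in these data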;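 further: signal is peak over basal fluorescence ratio across a 100 second FLIPR read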
Target sequence (P37288 whole entry, looked up): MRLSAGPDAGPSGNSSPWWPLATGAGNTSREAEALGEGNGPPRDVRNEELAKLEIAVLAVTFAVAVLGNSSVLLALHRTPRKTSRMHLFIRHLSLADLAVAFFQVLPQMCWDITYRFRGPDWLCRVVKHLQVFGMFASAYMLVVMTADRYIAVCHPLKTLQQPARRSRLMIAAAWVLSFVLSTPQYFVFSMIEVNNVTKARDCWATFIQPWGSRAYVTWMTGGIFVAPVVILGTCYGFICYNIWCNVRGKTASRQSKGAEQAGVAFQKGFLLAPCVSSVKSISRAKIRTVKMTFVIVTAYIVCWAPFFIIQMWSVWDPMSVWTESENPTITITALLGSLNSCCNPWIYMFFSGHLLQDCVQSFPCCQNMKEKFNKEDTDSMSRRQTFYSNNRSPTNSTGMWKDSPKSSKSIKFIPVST
CHO-K1 Ca antag = M1 antagonist counterscreen hit in parental CHO-K1 cells. AID 602250. 0.6% of 360,000 active. ATP-induced calcium, Fluo-8 fluorescence. inhibition, % at 3 µM;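 active means inhibition above a per-plate cutoff, the plate's mean sample inhibition plus 3 SD, cut at about 24% in these data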;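 further: 0% = DMSO plus EC80 ATP and 100% = DMSO alone without ATP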
Numbers without * were called inactive; x = not tested or not shown.

SMILES	CHO parental Ca	TAAR1 agonist	OXTR potentiate	CHRM1 agonist	TAAR1 antagonist	M1 ag parental	CHO-K1 Ca PAM	V1aR counter	CHO-K1 Ca antag
CC1CCN(C(=O)CSc2nnc(-c3cccs3)o2)CC1	-13	-1	-5	-5	-17	4.1	0	0.4	-5
Cc1ccc(C(C(=O)NC2CCCC2)N(Cc2ccccc2)C(=O)c2csnn2)o1 (configuration not stated)	-26	1	-6	-3	8	1.7	-15	-1.1	2
CC1CCc2c(sc(NC(=O)Cn3cnc([N+](=O)[O-])n3)c2C(N)=O)C1 (configuration not stated)	1	4	4	-4	0	-0.3	-10	0.9	11
Cc1nnc(NC(=O)C23CC4CC(C)(CC(C)(C4)C2)C3)s1	-8	4	-2	-1	-19	1.7	23	0.6	-5
NNC(=O)/C(=N/Nc1ccccc1)S(=O)(=O)c1ccc(Cl)cc1	-21	-1	-7	-5	18	1.1	15	-0.4	-8
CCOC(=O)C[C@@H](C#N)NC(=O)[C@@H]1CCCN1C(=O)[C@@H](NC(=O)c1ccc(N)c(Cl)c1)C(C)(C)C	x	1	x	-4	-15	0.3	1	x	4
Cc1cc(O)c(C(C)C)cc1NC(=O)c1ccccc1Cl	-5	4	-7	-2	10	2.3	19	2.9	-5
C=CCNC(=S)NN=C1CCC(c2ccccc2)CC1 (configuration not stated)	-16	-6	-9	1	-13	8.8	11	-0.5	-3
COCC(C)NC(=O)C1CC(=O)N(c2ccc(C)cc2)C1 (configuration not stated)	-2	8	-7	-2	-9	-0.1	13	-0.5	-1
CNC(=O)CCSc1ccc(C)cc1	-2	12	0	-3	7	0.0	12	-0.3	-1
CCOC(=O)C1=C(C)OC(N)=C(C#N)C1c1ccc(C)o1 (configuration not stated)	-14	3	-2	-5	5	1.7	3	0.0	-14
CCS(=O)(=O)CCSc1nc(C)cc(C)n1	5	1	-13	0	1	0.1	6	0.8	-2
CC(C)Cn1nc(C(=O)Nc2cccc(C(=O)NC3CC3)c2)c2ccccc2c1=O	-18	6	1	-3	6	1.4	-15	-0.3	4
CC(C)CC(CO)NS(=O)(=O)c1cccc(Cl)c1F (configuration not stated)	x	1	x	-2	-5	0.1	12	x	-5
Cn1nccc1C(=O)Nc1sc2c(c1C#N)CCCC2	-24	-1	-2	-3	-28	0.1	-25	0.8	-4
Cc1ccc(S(=O)(=O)N(C)C(C)CCc2ccco2)cc1 (configuration not stated)	-9	0	-5	-4	4	-0.5	-3	-1.2	-10
Cc1ccc2[nH]c3c(NCCCN4CCCC4=O)ncnc3c2c1	2	4	-2	-5	-3	0.6	16	-0.4	1
Cc1ccc(C(=O)NCC(=O)N2CCCC(C(F)(F)F)C2)s1 (configuration not stated)	-4	0	-6	2	-5	-0.5	-21	0.5	7
CCc1nc2ccc(C(=O)NCCc3ccccn3)cn2c1N(CCC(C)C)CCN(C)C	x	1	x	3	1	0.3	-1	x	11
COc1ccc(NC(=O)c2cnn(-c3ccccc3)c2C)cc1OC	-17	6	-3	-3	6	1.5	14	0.7	-9
CN(C)S(=O)(=O)c1cccc(NC(=O)COC(=O)c2ccc3ccccc3n2)c1	-16	8	-6	-7	10	1.5	-14	2.4	-1
Cc1ccc2c(c1)-c1c(ssc1=S)C(C)(C)N2C(=O)c1ccco1	-17	15	-1	-6	0	0.4	28	0.3	-15
CCOC(=O)c1ccc(NC(=O)CCNC(=O)c2ccc([N+](=O)[O-])cc2)cc1	-8	3	-5	-2	-7	1.0	25	2.6	-10
Cc1cc(C(=O)COc2ccccc2Cl)c(C)n1-c1ccc2c(c1)OCO2	25	-1	-11	-10	4	2.9	15	0.8	-6
COc1ccc(NC(=O)C2CCC(N3C(=O)C4C5C=CC(C5)C4C3=O)CC2)cc1 (configuration not stated)	-5	7	-5	-2	2	1.2	14	-0.3	-8
SMILES	CHO parental Ca	TAAR1 agonist	OXTR potentiate	CHRM1 agonist	TAAR1 antagonist	M1 ag parental	CHO-K1 Ca PAM	V1aR counter	CHO-K1 Ca antag
CCN(CC)S(=O)(=O)c1cccc(N2CC(O)=C(c3ccccc3)C2=N)c1	-8	-2	0	-4	7	0.3	21	0.5	-10
Cc1cccc(-n2c(O)c(C=Nc3cccc(O)c3)c3ccccc3c2=O)n1	-16	6	-10	4	2	3.0	13	3.1	-2
N#C/C(=C/c1ccc([N+](=O)[O-])cc1)C(=O)Nc1ccccc1O	6	6	-10	3	-13	0.8	9	0.8	-2
COC(=O)c1ccc(Cl)cc1NC(=O)/C=C/c1ccc(C)o1	-5	4	-3	-7	-10	-0.2	-14	-0.3	13
O=C1OCCC1Sc1nc2cc(Cl)ccc2n1Cc1ccccc1 (configuration not stated)	-15	3	-11	-4	-11	0.6	9	6.1	-9
COc1cc2ccccc2c2c1CCCC2=O	-28	3	-5	-5	-6	-0.1	23	-1.8	-10
NC(=O)CSc1ccc(F)cc1	-9	2	0	-2	0	-0.4	7	-0.8	-1
CCn1c(C)c(CCC(=O)O)c(=O)n2nc(-c3ccccc3OC)cc12	-3	4	-11	-3	-2	0.4	11	0.2	-11
COC(=O)C1=C(C)Nc2c(c(=O)n(C)c(=O)n2C)C1c1ccc(C)cc1 (configuration not stated)	-22	8	-5	-2	-4	0.0	11	0.0	-17
COc1ccc(NC(=O)CCn2c(=O)c3cccn3c3ccccc32)cc1	-9	9	-10	0	38	4.9	8	5.2	-4
O=C(O)CN1C(c2ccccc2)=Nc2ccc(Br)cc2C1c1ccccc1 (configuration not stated)	-2	5	-13	-8	10	0.1	8	0.3	-8
CN(C)S(=O)(=O)n1cc(/C=C(\NC(=O)c2ccccc2)C(=O)N2CCCC2)c2ccccc21	-27	4	-6	0	21	1.7	2	2.6	2
CC(=O)Nc1ccccc1C(=O)C(=O)Nc1ccc(C)c(C)c1	-7	7	-9	-7	5	0.0	5	-0.8	4
COc1ccc(N2CCN(C(=O)CN=C3NS(=O)(=O)C(c4ccc(C)cc4)=C3C)CC2)cc1	6	1	-7	-1	-3	4.3	15	4.1	-10
CCOC(=O)c1cnc(Nc2nc3ccccc3o2)nc1CSC(=S)N1CCCCC1	-17	2	-3	-14	1	0.0	8	-0.5	-9
O=C(c1nsc(Cl)c1Cl)N1CCCCC1	6	3	-9	-4	2	0.3	-7	-0.5	0
CCCCNc1ccc(C(F)(F)F)cc1S(=O)(=O)NCCc1ccc(F)cc1	12	0	x	-7	50*	0.3	1	x	-6
Fc1cccc(Cc2noc(CN3CCCCC3c3ccccn3)n2)c1 (configuration not stated)	5	4	-5	-5	13	1.2	-1	0.7	-8
Cc1csc2nc(CNC(=O)C3CCCCC3)cn12	-13	8	-3	-3	-16	0.6	-3	0.3	1
COC(=O)c1ccccc1NC(=S)N(Cc1ccc2c(c1)OCO2)Cc1cc2ccc(C)cc2[nH]c1=O	-25	1	-6	-5	18	2.4	10	0.7	-11
COCCn1c(SCCCC(=O)c2ccc(Br)cc2)nnc1-c1ccncc1	22	11	-10	0	10	8.0	9	10	4
CCCCc1cc(=O)oc2cc(C)cc(O)c12	3	9	-24	1	17	7.4	-6	11	10
COC(=O)c1cnn(-c2ccccc2)c1/C=N/NC(=S)Nc1ccccc1	-23	6	-2	1	-21	1.2	10	-0.9	2
CCOc1cc(CN2CCN(c3cccc(C(F)(F)F)c3)CC2)ccc1O	0	9	1	-7	-14	0.6	12	-0.5	-13
C[C@@H]1CN([C@@H](C)CO)C(=O)c2cc(Br)cnc2O[C@H]1CN(C)C(=O)CN1CCOCC1	x	0	x	-2	-9	0.4	13	x	-9

A draw from above in order of molar mass, low to high:
SMILES	CHO parental Ca	TAAR1 agonist	OXTR potentiate	CHRM1 agonist	TAAR1 antagonist	M1 ag parental	CHO-K1 Ca PAM	V1aR counter	CHO-K1 Ca antag
O=C(c1nsc(Cl)c1Cl)N1CCCCC1	6	3	-9	-4	2	0.3	-7	-0.5	0
Cc1cccc(-n2c(O)c(C=Nc3cccc(O)c3)c3ccccc3c2=O)n1	-16	6	-10	4	2	3.0	13	3.1	-2
CCOc1cc(CN2CCN(c3cccc(C(F)(F)F)c3)CC2)ccc1O	0	9	1	-7	-14	0.6	12	-0.5	-13
COCCn1c(SCCCC(=O)c2ccc(Br)cc2)nnc1-c1ccncc1	22	11	-10	0	10	8.0	9	10	4

(continued)
SMILES	CHO parental Ca	TAAR1 agonist	OXTR potentiate	CHRM1 agonist	TAAR1 antagonist	M1 ag parental	CHO-K1 Ca PAM	V1aR counter	CHO-K1 Ca antag
CCn1cc(CN2CCCC(C(=O)Nc3cccc(-c4cc5ccccc5[nH]4)c3)C2)cn1 (configuration not stated)	-9	20	-7	-6	6	0.7	-14	2.0	10
c1ccc(OCc2nn3c(-c4ccco4)nnc3s2)cc1	-16	1	-1	-2	10	0.9	9	1.5	-2
Cc1ccc(NC(=S)NCCc2ccc(F)cc2)c(C)c1	-16	-1	-4	-9	9	0.0	22	-1.1	-8
O=C(Nc1ccc2c(c1)OCO2)N1CCN(S(=O)(=O)c2ccc(Cl)cc2)CC1	-15	10	-8	-5	24	-0.2	-8	1.1	17
COc1ccc(C)cc1S(=O)(=O)Nc1ccc(-n2c(C)nc3ccccc3c2=O)cc1	-10	8	1	2	15	3.9	-17	1.7	4
CC1(c2nnc(-c3ccncc3)o2)CC(c2cccnc2)=NO1 (configuration not stated)	-9	16	4	-1	5	0.6	-6	-0.1	-8
CCOC(=O)[C@]12CCCC=C1N(Cc1ccco1)C(=O)[C@H](CC(=O)N1CCCCC1)C2	x	1	x	x	-13	0.7	-3	x	-13
Cc1ccc(NC(=O)CSCC(=O)N=c2sccn2C)cc1	6	7	-6	-1	-24	1.2	6	-0.5	-21
CC(C)(C)NCC(O)CON=C1c2ccccc2-c2ccccc21 (configuration not stated)	-22	10	-10	-4	-1	2.9	15	1.7	-9
O=C1CC(Nc2ccccc2)C(=O)N1c1ccc(N2CCOCC2)cc1 (configuration not stated)	-5	1	-8	1	-1	1.0	25	1.4	-14
